NCF1 inh: inhibitors of human p47phox binding. inhibition, % at 24.7 µM. P14598. p47phox/p22phox peptide binding, fluorescence polarization, 2 h. 0.53% of 220,000 active;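 active means inhibition above about 30%, limit read from the data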;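 further: 0% = p47phox with labelled peptide and 100% = labelled peptide alone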
S1P4 ag: human S1P4 receptor agonism | 0.35% of 220,000 active | activation, % at 4.98 µM | S1P4-expressing cell line, agonist reporter assay | O95977; in the data active means activation above about 11%;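 further: 0% = DMSO vehicle and 100% = reference agonist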
CHOP inhibitor: CHOP inhibition in unfolded protein response | inhibition, % at 10 µM | 3.8% of 220,000 active | AID 2732 | CHO-K1 CHOP-promoter luciferase, tunicamycin-induced, 15-18 h;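 active means compounds that reduced the stress-induced luciferase reporter signal by more than about 70% of percent inhibition, limit read from the data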;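 further: 0% = tunicamycin plus vehicle and 100% = wells without tunicamycin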
S1P4 antag: antagonists of human S1P4 receptor; O95977; S1P4-expressing cells, antagonist mode, reporter read-out; inhibition, % at 4.98 µM; 0.26% of 220,000 active; AID 1510; in the data active means inhibition above about 29%;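 further: 0% = wells stimulated with agonist and 100% = vehicle wells without agonist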
Ba/F3 V617F tox: lowers viability of Ba/F3 cells expressing EpoR and JAK2V617F. ATP luminescence. inhibition, % at 5.6 µM. 1.1% of 220,000 active;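 active means inhibition above the campaign mean plus 3 SD over all tested compounds, cut at about 24% in these data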;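 further: cytokine-independent growth of Ba/F3 cells driven by EpoR plus mutant JAK2; 0% = DMSO-treated cells and 100% = JAK inhibitor I control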
NPY-Y1 antag: NPY-Y1 (human) receptor antagonism | P25929 | HEK293-CNG Y1 cells, membrane potential fluorescence; NPY at EC95, then isoproterenol | inhibition, % at 3.6 µM | 1% of 200,000 active | AID 1040;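 active means inhibition above the campaign mean inhibition of all tested compounds plus 3 SD, cut at about 20% in these data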;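 further: 0% = DMSO wells given NPY plus isoproterenol and 100% = isoproterenol alone without NPY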
Target sequence (P25929 whole entry, looked up): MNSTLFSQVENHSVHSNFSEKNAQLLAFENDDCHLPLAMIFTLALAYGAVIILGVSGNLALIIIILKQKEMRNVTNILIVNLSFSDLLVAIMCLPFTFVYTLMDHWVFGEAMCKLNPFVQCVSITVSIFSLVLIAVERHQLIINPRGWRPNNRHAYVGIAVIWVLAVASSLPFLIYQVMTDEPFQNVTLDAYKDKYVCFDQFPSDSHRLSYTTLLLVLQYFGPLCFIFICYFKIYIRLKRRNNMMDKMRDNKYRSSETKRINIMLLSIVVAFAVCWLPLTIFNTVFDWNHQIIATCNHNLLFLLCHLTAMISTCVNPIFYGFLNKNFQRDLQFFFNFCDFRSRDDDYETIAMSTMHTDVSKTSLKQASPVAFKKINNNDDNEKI
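Test system – HEK293 Y1/CNG channel cell line · Also added – NPY agonist 25 nM, then isoproterenol 1 µM plus Ro 20-1724 25 µM · Compound dosing – one concentration, 3.6 µM, in 0.4% DMSO · Schedule – compound incubation 1 h at room temperature, readout 45 min post-stimulation · Technique – fluorescence, membrane potential probe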
NPY-Y2 PAM-ag: potentiates or activates human NPY-Y2 receptor; 0.45% of 220,000 active; cells expressing NPY-Y2, potentiator/agonist read-out; P49146; activation, % at 3.6 µM; in the data active means activation above about 27%;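 further: cells stimulated with NPY near EC25 plus isoproterenol at EC100; 0% = vehicle plus submaximal agonist and 100% = vehicle plus saturating agonist; some results beyond the cut were filed as inactive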
Target sequence (P49146 whole entry, looked up): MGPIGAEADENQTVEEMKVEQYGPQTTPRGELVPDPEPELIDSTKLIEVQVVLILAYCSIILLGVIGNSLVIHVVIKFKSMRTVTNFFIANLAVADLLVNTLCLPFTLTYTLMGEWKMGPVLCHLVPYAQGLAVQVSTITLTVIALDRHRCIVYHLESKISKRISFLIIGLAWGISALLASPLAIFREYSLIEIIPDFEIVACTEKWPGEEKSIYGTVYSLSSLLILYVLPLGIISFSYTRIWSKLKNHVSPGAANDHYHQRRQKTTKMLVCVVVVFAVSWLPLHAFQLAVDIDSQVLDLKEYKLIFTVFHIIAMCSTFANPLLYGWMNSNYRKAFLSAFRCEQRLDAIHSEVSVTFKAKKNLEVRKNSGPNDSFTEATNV
BaF3 parental: reduces parental Ba/F3 cell viability, JAK2V617F counter-screen; 1.1% of 220,000 active; inhibition, % at 5.6 µM; CellTiter-Glo ATP luminescence; AID 1486;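 active means inhibition above a per-campaign cutoff, the mean inhibition of all tested compounds plus 3 SD, cut at about 27% in these data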;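 further: 0% = DMSO wells and 100% = JAK Inhibitor I control wells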
NPY-Y1 PAM-ag: human NPY-Y1 potentiation or agonism, primary screen. NPY-Y1 expressing cells, potentiator/agonist activation. 0.37% of 220,000 active. activation, % at 3.6 µM. P25929; in the data active means activation above about 33%, passing the limit was not always enough;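 further: cells stimulated with NPY at EC10 then isoproterenol at EC100; 0% = low agonist plus stimulus and 100% = saturating agonist plus stimulus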
Active calls of the source: *; / = not tested or not shown. Outcome played no part in choosing rows. Share with any hit: about 7.1%.

molecule	NCF1 inh	S1P4 ag	CHOP inhibitor	S1P4 antag	Ba/F3 V617F tox	NPY-Y1 antag	NPY-Y2 PAM-ag	BaF3 parental	NPY-Y1 PAM-ag
NCCc1nc(-c2ccccc2)cs1	/	1.0	6	-13	2	9	-16	1	-6
CCOC(=O)c1[nH]c2ccc(OC)cc2c1NC(=S)N1CCN(c2ccccc2)CC1	-15	3.7	-16	-4	-4	4	-3	1	1
CCc1nc(SCc2cccnc2)[nH]c(=O)c1C	4	-0.3	13	-5	-1	13	-5	5	2
CCN(CC)S(=O)(=O)c1ccc(C(=O)NCc2ccc3c(c2)OCO3)cc1	3	-0.7	-1	2	2	1	-5	3	-10
Cc1cc(C)cc(NC(=O)N2CCCN(c3ncccc3[N+](=O)[O-])CC2)c1	-6	2.1	7	-11	1	/	-11	1	0
CCN1C(=O)/C(=C2\SC(=S)N(NC(=O)c3ccccc3O)C2=O)c2ccccc21	-5	2.8	11	-5	2	/	-7	-2	-11
O=C(Cc1ccc(F)cc1)Nc1cccc2cccnc12	-7	1.7	0	-21	2	6	-3	9	-14
Cc1ccc(C(=O)Nc2ccccc2Oc2ccccc2)cc1[N+](=O)[O-]	-3	-1.0	4	3	-1	6	-9	3	-17
Cc1cc(Cl)ccc1OCCCC(=O)N/N=C/c1cccc([N+](=O)[O-])c1	-11	-0.1	88*	-14	-5	3	3	2	-2
O=C(O)CCCC(=O)NNC(=O)c1cccc(Br)c1	-16	-0.2	-3	-3	0	-4	-12	3	-10
CCOc1cc(-c2cc(-c3ccc(C)cc3)nc(N)c2C#N)ccc1O	-34	0.5	70*	-5	2	-5	-9	7	11
Cc1ccc(C(=O)N2CCCC(c3ccc(Cl)cc3)=N2)cc1	-8	1.7	65	-30	3	6	-9	9	-7

Going on with the list.
molecule	NCF1 inh	S1P4 ag	CHOP inhibitor	S1P4 antag	Ba/F3 V617F tox	NPY-Y1 antag	NPY-Y2 PAM-ag	BaF3 parental	NPY-Y1 PAM-ag
O=C(CSc1nc(-c2ccc(F)cc2)nc2ccc(F)cc12)Nc1cccc(C(=O)O)c1	-10	1.4	16	-15	-4	3	1	4	-6
O=C(OCC(=O)N1CCOCC1)c1ccc[nH]c1=O	-4	0.4	5	-11	-2	8	7	6	14
CCOC(=O)c1ccc2c(c1)N(CC#N)C(=O)C(C)(C)O2	-2	-0.7	16	-5	1	-4	-3	3	-8
O=c1[nH]c(C(Cl)Cl)nc2sc3c(c12)CCN(Cc1ccccc1)C3	-46	-0.2	-3	-3	-3	2	3	-1	1
CC(C)(C)NC(=O)COC(=O)c1ccccc1NC(=O)c1ccco1	3	2.5	6	11	5	1	9	5	-2
CCc1cc2ccc(OC)cc2nc1SCC(=O)Nc1cc(C)on1	1	-1.0	82*	-14	7	0	-19	5	3
Nc1ccc(S(=O)(=O)Nc2nccc(/C=C/c3ccccc3F)n2)cc1	-11	0.2	0	22	-1	0	-2	7	10
COc1ccc2cc(C(=O)C3CCCN(C(=O)CSc4nnc(C)o4)C3)ccc2c1 (stereo not given)	8	-0.9	23	-2	-1	5	-20	-2	7
S=c1[nH]nc(-c2ccco2)n1-c1cccc2ccccc12	-8	-0.8	-6	0	-1	1	-2	4	11
C=CCn1c(COc2ccc(CC)cc2)nnc1SCC(=O)N(C)C1CCS(=O)(=O)C1 (stereo not given)	-16	0.8	0	-28	1	0	1	1	5
O=C(c1ccccc1-c1nc(-c2ccc(Cl)cc2)no1)N1CCCC1	-7	3.7	-7	-14	1	1	-8	4	-41
COc1ccc(OC)c(NC(=O)CSC2=C(C#N)C(c3ccco3)C3=C(CCCC3=O)N2)c1 (stereo not given)	-5	-1.0	1	3	1	-3	3	5	19

Next part.
molecule	NCF1 inh	S1P4 ag	CHOP inhibitor	S1P4 antag	Ba/F3 V617F tox	NPY-Y1 antag	NPY-Y2 PAM-ag	BaF3 parental	NPY-Y1 PAM-ag
O=C(NCCCN1CCN(Cc2ccccc2Cl)CC1)Nc1ccccc1	-7	0.0	-11	3	2	8	-9	2	-8
CCc1ccc2c(c1)cc(CN(Cc1ccco1)C(C)=O)c1nnnn12	7	-2.0	-7	-1	-2	3	12	-1	-14
C=CCSc1nc(-c2ccc3c(c2)OCO3)cc(C(F)(F)F)c1C#N	-15	0.3	24	-11	1	-6	-12	5	11
COc1cc([N+](=O)[O-])ccc1N=Nc1c(N)[nH]n(-c2ccccc2)c1=O	4	1.1	9	-2	2	12	7	6	0
C=CCn1c(SCC(=O)Nc2sccc2C#N)nc2sc(C)c(C)c2c1=O	-36	0.1	39	-7	1	5	-2	4	19
CCN1C(=O)/C(=C/C=C2/Sc3ccc4ccccc4c3N2CCO)SC1=S	-91	2.0	53	4	-3	7	13	6	-1
COc1ccc(NC(=O)c2c3c(nc4ccccc24)CCN(Cc2ccccc2)C3)c(OC)c1	-9	2.8	16	-5	1	4	-3	8	0
CS(=O)(=O)Nc1cccc(C2=NN(S(C)(=O)=O)C(c3ccc4c(c3)OCO4)C2)c1 (stereo not given)	-67	0.8	-29	-22	-2	2	8	4	-3
COCCn1c(=NC(=O)C2COc3ccccc3O2)sc2cc(S(N)(=O)=O)ccc21 (stereo not given)	0	2.6	-2	14	2	6	-1	2	4
CC(=O)c1ccc(N(C(=O)CNC(=O)c2ccco2)C(C(=O)NCC2CCCO2)c2ccccc2)cc1 (stereo not given)	-2	0.1	12	-16	2	2	-3	3	-1
Cc1ccc(NC(=O)C2(c3ccccc3)CCCC2)nc1	/	-1.1	/	18	-3	1	-10	1	-6
CCN(CC)CCCNC(=O)N[C@@H](Cc1ccccc1)C(=O)O	-12	0.9	15	6	-4	-3	-11	1	-2

(listing goes on)
molecule	NCF1 inh	S1P4 ag	CHOP inhibitor	S1P4 antag	Ba/F3 V617F tox	NPY-Y1 antag	NPY-Y2 PAM-ag	BaF3 parental	NPY-Y1 PAM-ag
O=[N+]([O-])c1ccc(Nc2ccc(F)cc2)nc1	3	0.0	43	-13	5	2	6	2	0
O=C(CN1CCN(c2ncc(C(F)(F)F)cc2Cl)CC1)Nc1ccc2c(c1)OCO2	-8	0.1	54	0	1	24*	8	10	-5
O=C(/C=C\Nc1ccccn1)c1ccc(Cl)cc1	-4	0.7	23	-15	-1	-2	-1	0	31
COC(=O)c1sc(N2C(=O)c3oc4ccccc4c(=O)c3C2c2cccs2)nc1C (stereo not given)	49*	1.4	68	3	-1	4	-5	5	-5
O=C(O)CCCC(=O)NNc1ncnc2ccccc12	-10	1.9	7	-23	-2	-1	4	0	1
Cc1ccccc1C(=O)N1CCC(C(=O)Nc2ccc(F)cc2)CC1	0	2.3	24	-7	5	1	-6	3	-1
Cc1cc([N+](=O)[O-])nn1CCCC(=O)NC(C)c1ccccc1 (stereo not given)	-1	1.1	-8	-20	-1	0	4	3	6
C=CCSc1ncc(-c2ccccc2)cn1	-2	-0.6	-10	-5	-4	-3	-4	-5	-14
CC(=O)NCCc1nc2ccccc2n1CCOc1ccccc1	-12	0.5	-9	-3	-4	/	-7	1	11
Cc1ccc(CNC(=O)C2CCCN(c3nc(C)cc(C)n3)C2)cc1 (stereo not given)	-6	1.9	3	-6	0	0	-3	6	10
CCCCn1c(=NC(=O)c2ccc3c(c2)OCO3)c(C#N)cc2c(=O)n3cccc(C)c3nc21	-40	3.3	20	-2	5	1	-5	4	6
CCN1CCN(Cc2coc3ccc(C)cc3c2=O)CC1	-9	3.3	4	5	2	-3	3	6	-3

3 entries out of the list above, sorted by the number in NPY-Y1 antag, lowest first:
mol | NPY-Y1 antag
CCN1CCN(Cc2coc3ccc(C)cc3c2=O)CC1 | -3
O=C(c1ccccc1-c1nc(-c2ccc(Cl)cc2)no1)N1CCCC1 | 1
NCCc1nc(-c2ccccc2)cs1 | 9

CHOP inhibitor: what is marked active above.
| SMILES | NCF1 inh | S1P4 ag | CHOP inhibitor | S1P4 antag | NPY-Y1 antag | NPY-Y2 PAM-ag | NPY-Y1 PAM-ag |
| --- | --- | --- | --- | --- | --- | --- | --- |
| Cc1cc(Cl)ccc1OCCCC(=O)N/N=C/c1cccc([N+](=O)[O-])c1 | -11 | -0.1 | 88* | -14 | 3 | 3 | -2 |
| CCOc1cc(-c2cc(-c3ccc(C)cc3)nc(N)c2C#N)ccc1O | -34 | 0.5 | 70* | -5 | -5 | -9 | 11 |
| CCc1cc2ccc(OC)cc2nc1SCC(=O)Nc1cc(C)on1 | 1 | -1.0 | 82* | -14 | 0 | -19 | 3 |

Next records
molecule	NCF1 inh	S1P4 ag	CHOP inhibitor	S1P4 antag	Ba/F3 V617F tox	NPY-Y1 antag	NPY-Y2 PAM-ag	BaF3 parental	NPY-Y1 PAM-ag
Oc1ccccc1CNCc1ccccc1	9	-0.1	13	-9	2	4	-13	2	-5
COc1cc2c(c(O)c1OC)C(=O)C(OC)CCC2 (stereo not given)	8	-0.6	2	-17	2	-5	-3	5	13
CN=C(Nc1ccc2c(c1)OCO2)SC1CC(=O)N(c2ccccc2)C1=O (stereo not given)	-5	-0.3	-3	-6	3	-3	-4	3	5
COc1ccc(C)cc1NC(=O)C(Sc1nnc(-c2ccncc2)n1-c1ccc(Cl)cc1)c1ccccc1 (stereo not given)	-3	0.8	39	6	5	-6	25	7	27
CC(=O)OC(C(=O)NCc1ccco1)c1ccncc1 (stereo not given)	-6	-0.2	-12	-19	-4	7	15	2	23
Oc1ccc(N2CCN(C(c3cccs3)c3nnnn3CCc3ccccc3)CC2)cc1 (stereo not given)	3	2.2	34	-10	-1	0	2	5	-11
CCOC(=O)c1cccc(NC(=O)CNC(=O)C2CCCCC2)c1	-18	-0.8	9	-8	5	0	-8	4	0
O=C(O)C1CCCCC1C(=O)NCc1cn2ccccc2n1 (stereo not given)	36*	3.6	-4	-25	1	0	9	5	6
COc1cccc2c3c(c(C)nc12)CC(C)O3 (stereo not given)	-32	0.7	4	4	-3	6	-12	5	-7
O=C(NC1CC1)C1CCN(C2CCN(C(=O)/C=C/c3cccc(F)c3F)CC2)CC1	-16	0.2	15	-4	-2	0	13	-1	1
CCOc1cc(-c2cc(-c3ccccc3)nc(N)c2C#N)ccc1O	-12	0.7	20	2	-2	-3	9	8	5

From PubChem BioAssay
